Screens: PubChem, National Center for Advancing Translational Sciences (NCATS)
Akt phos inh – blocks phosphorylation of Akt; Neuro2A IGF-stimulated pAkt S473 HTRF, 20 min; hits give low values; activity change, % for hits at 50 µM; 360,000 compounds, 0.32% hits; in the data active means activity change below about -80%; inconclusive means mostly about -51% to -80%; further: on the % scale 0 is the no-effect control and ±100 the full control effect
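Single-point screen (50 µM final compound) in Neuro2A cells stimulated 20 min with 6 nM IGF at 37 deg C. After lysis, Ser473-phosphorylated Akt read by HTRF (ex 330 nm, em 615/665 nm) as the 665/615 ratio.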
A549 tox – counter-screen for Nrf2 inhibitors: cytotoxicity in A549 cells. A549 ARE-Fluc cells, CellTiter-Fluor viability, 18-24 h. Potency, µM (titrated, usually from 46 µM), inactives show at the highest dose activity change, negative = cytotoxicity, usual class: inhibitors. 390,000 compounds, 0.16% hits. AID 504648; further: potency means the concentration at half of the fitted maximal effect; on the % scale 0 is the no-effect control and ±100 the full control effect
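Cytotoxicity counterscreen: CellTiter-Fluor fluorescence was measured in A549 ARE_Fluc cells after 18-24 h of compound exposure in a concentration series. The subsequent BugLite luminescent read reports ARE-luciferase activity.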
Abeta rescue – A-beta toxicity reversal in yeast; yeast expressing A-beta42, growth rescue, OD600, 48 h; response scale: 0% DMSO, 100% iron-clioquinol control; Potency, µM (top dose mostly 46.1 µM), for the others: at the top dose growth rescue, hits mostly activators; 410,000 compounds, 0.063% hits; AID 1347071; further: potency means the concentration at half of the fitted maximal effect; nearly all actives have a fitted effect of over 55% in size
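Yeast A-beta toxicity model in growth medium with pinned compounds, 48 h at 30 C; growth read as absorbance at 600 nm. Normalized to FeCl3/clioquinol equimolar mix (positive) and DMSO (negative).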
HepG2 viability – HepG2 cytotoxicity, counter-screen for TGF-b inhibitors; Potency, µM (titrated, usually from 46.1 µM), inactives show at the top dose activity change, negative = cytotoxicity, usual class: cytotoxic; HepG2 CAGA-GFP viability, ATP luminescence, 18 h; 410,000 compounds, 0.76% hits; further: potency means the concentration at half of the fitted maximal effect; some results filed as inactive show a strong effect at the top dose
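HepG2 CAGA-GFP cells (1000/well, DMEM with 1% FBS) received compound, then TGF-beta at 500 pg/mL final, and were incubated 18 hours at 37 degrees C. Viability was read by CellTiter-Glo luminescence. Media-only wells were set as complete cell-killing and DMSO as no toxicity.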
Nrf2 ARE act – activators of Nrf2 (ARE) signaling; AREc32 ARE-luciferase reporter (MCF7-derived line), luminescence, 24 h; Potency, µM (doses to about 46.1 µM), for inactives: at the highest dose activation, hits mostly activators; 410,000 compounds, 0.31% hits; AID 624171; further: potency means the concentration at half of the fitted maximal effect; % of control where 0% means no effect; nearly all actives have a fitted effect of over 65% in size
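Luciferase luminescence (Steady-Glo, 30 min at room temperature) served as the read-out of ARE activation in AREc32 cells treated with compounds for 24 hr at 37 deg C.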
Nrf2 inh – Nrf2 pathway inhibition; A549 ARE-Fluc reporter, luciferase luminescence, 18-24 h; Potency, µM (series often up to 46 µM), without a hit: at the top dose activity change, negative = inhibition, actives largely listed as inhibitors; 360,000 compounds, 2.1% hits; AID 504444; further: potency means the concentration at half of the fitted maximal effect; on the % scale 0 is the no-effect control and ±100 the full control effect; nearly all actives have a fitted effect of over 60% in size
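Cells were seeded and rested 2 h, then exposed to compounds for 18-24 h. CellTiter-Fluor was read first as a viability measure. BugLite was added 15 min before the final luminescent read of ARE-luciferase activity in A549 cells.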
CCT modulator – modulators of cytosolic chaperonin (CCT/TRiC) activity | purified chaperonin ATPase assay, HTRF ADP detection, 30 min | activity change, % (concentration not given with the values), hits read low | 360,000 compounds, 0.3% hits; in the data active means activity change below about -30%; further: on the % scale 0 is the no-effect control and ±100 the full control effect
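Enzyme 40 or 20 nM (batch-dependent) in Tris pH 7.4/KCl/MgCl2/DTT; cpd 76 uM single point; ATP 10 uM; 30 min 37 °C; Transcreener ADP HTRF detection, 30 min RT; ratio 665/615.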
TGFb inhibitor – TGF-b pathway inhibition; HepG2 CAGA-GFP TGF-b/SMAD3 reporter, GFP fluorescence, 18 h; TGF-beta stimulated, 500 pg/mL final; AID 588855; 410,000 compounds, 1.2% hits; Potency, µM (titrated, usually from 46.1 µM), without a hit: at the top dose activity, negative = inhibition, usual class: inhibitors; further: potency means the concentration at half of the fitted maximal effect; on the % scale 0 is the no-effect control and ±100 the full control effect; nearly all actives have a fitted effect of over 65% in size
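Per well, imaged GFP fluorescence of HEPG2 CAGA-GFP cells gives the signal; cells get compound, then TGF-beta (500 pg/mL final), 18 h at 37 degrees C; %Activity versus -TGF-beta and +DMSO controls.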
MmCpn inh – inhibitors of Methanococcus maripaludis chaperonin (MmCpn) | purified Mm-Cpn ATPase, ADP Transcreener TR-FRET | Potency, µM (doses to about 76.9 µM), inactives show top-dose activity, negative = inhibition, actives largely listed as inhibitors | 330,000 compounds, 0.031% hits | AID 504842; further: potency means the concentration at half of the fitted maximal effect; on the % scale 0 is the no-effect control and ±100 the full control effect; nearly all actives have a fitted effect of over 80% in size
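Reaction buffer contained 30 mM Tris pH 7.4, 100 mM KCl, 5 mM MgCl2 and 1 mM DTT. Mm-CPN (25 nM final) hydrolysed 10 uM ATP over 30 min at 37°C; ADP was read by HTRF.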
The depositor's hits bear a star; i = inactive; u = inconclusive; x = no result given; & = joins results of further samples; [ ] = another dose, or the depositor's remark. Unless noted, the call rests on the fitted dose curve; in most records, active means well fitted curve in the direction sought with a large enough effect; inconclusive means small, poorly fitted or top-dose-only effect, or another doubt; inactive means no such curve, though single readings can be large; an effect the other way counts as inactive or inconclusive.

item	smiles	Akt phos inh	A549 tox	Abeta rescue	HepG2 viability	Nrf2 ARE act	Nrf2 inh	CCT modulator	TGFb inhibitor	MmCpn inh
1	Cc1ccc2c(CN3CC(C)CC(C)C3)cc(=O)oc2c1 (stereo not given)	i	0.3%	-3.1%	-3.7%	0.7%	-5.0%	-1.8	u	-0.2%
2	COc1ccc(CCN2CCC(CN3C(=S)NC[C@@H]3CC(C)C)CC2)cc1OC	i	1.7%	3.3%	8.9%	-0.4%	9.2%	0.0	-4.1%	x
3	CC1CC1C(=O)OCC(=O)Nc1cccc(F)c1 (stereo not given)	i	3.0%	-7.9%	2.8%	-0.3%	u	2.1	-1.6%	0.0%
4	CC(C)CC(OC(=O)c1cccs1)C(=O)NCc1cccs1 (stereo not given)	i	1.5%	20.4%	-1.8%	-0.1%	-18.2%	-2.0	1.2%	-0.2%
5	COc1cc(C2c3cc4c(cc3OC(N3CCCCC3)C2C)OCO4)cc(OC)c1O (stereo not given)	i	-10.1%	4.7%	12.0%	-0.1%	-0.7%	-2.2	2.8%	x
6	CN(CC(=O)Nc1ccc(F)c(F)c1F)C(=O)Cc1ccc(S(=O)(=O)N2CCOCC2)s1	i	-5.8%	8.4%	4.0%	0.8%	-35.9%	0.4	6.7%	x
7	CC1CCCN(C(=O)CCS(=O)(=O)Cc2ccccc2)C1 (stereo not given)	i	-1.4%	15.2%	-9.9%	0.4%	16.1%	-2.1	16.8%	-1.8%
8	COc1ccc(S(=O)(=O)N2CCC(C(=O)NCCC(=O)NCc3ccncc3)CC2)cc1	i	-1.0%	0.0%	-0.8%	-0.3%	14.6%	0.7	0.6%	-0.5%
9	CC1CCc2nc(NC(=O)Cc3ccc(Cl)cc3)sc2C1 (stereo not given)	x	4.8%	u	-47.1%	7.2%	8.2%	x	15.8µM*	x
10	CCC1NC(=S)NC(C)=C1C(=O)c1ccccc1 (stereo not given)	i	-2.8%	12.4%	-4.0%	-0.3%	-7.7%	0.2	-10.6%	-4.1%

Five compounds already listed, ordered by SMILES length, rising.
item	smiles	Akt phos inh	A549 tox	Abeta rescue	HepG2 viability	Nrf2 ARE act	Nrf2 inh	CCT modulator	TGFb inhibitor	MmCpn inh
3	CC1CC1C(=O)OCC(=O)Nc1cccc(F)c1 (stereo not given)	i	3.0%	-7.9%	2.8%	-0.3%	u	2.1	-1.6%	0.0%
10	CCC1NC(=S)NC(C)=C1C(=O)c1ccccc1 (stereo not given)	i	-2.8%	12.4%	-4.0%	-0.3%	-7.7%	0.2	-10.6%	-4.1%
1	Cc1ccc2c(CN3CC(C)CC(C)C3)cc(=O)oc2c1 (stereo not given)	i	0.3%	-3.1%	-3.7%	0.7%	-5.0%	-1.8	u	-0.2%
5	COc1cc(C2c3cc4c(cc3OC(N3CCCCC3)C2C)OCO4)cc(OC)c1O (stereo not given)	i	-10.1%	4.7%	12.0%	-0.1%	-0.7%	-2.2	2.8%	x
8	COc1ccc(S(=O)(=O)N2CCC(C(=O)NCCC(=O)NCc3ccncc3)CC2)cc1	i	-1.0%	0.0%	-0.8%	-0.3%	14.6%	0.7	0.6%	-0.5%

Next section:
item	smiles	Akt phos inh	A549 tox	Abeta rescue	HepG2 viability	Nrf2 ARE act	Nrf2 inh	CCT modulator	TGFb inhibitor	MmCpn inh
11	COc1cc(NC(=O)CSc2nc3nc(C)c(Cc4ccccc4)c(C)n3n2)cc(OC)c1OC	x	7.1%	-3.1%	-21.4%	0.3%	x	x	-8.1%	x
12	Cc1ccc(CNC(=O)CSc2nnc(CNC(=O)c3ccc(F)cc3)o2)cc1	i	x	2.6%	-10.5%	0.4%	x	-0.2	-1.2%	x
13	CCCOc1ccccc1C1C(C(=O)Nc2ccccc2)=C(C)Nc2nnnn21 (stereo not given)	x	-7.5%	-16.0%	-2.7%	u	0.2%	x	1.8%	x
14	COc1ccc(NC(=O)Cn2cc(S(=O)(=O)N3CCC(C)CC3)c3ccccc3c2=O)cc1Cl	x	-5.9%	-12.3%	-0.8%	-0.5%	-7.6%	x	u	x
15	CC(=O)C1=C(C)Nc2ncnn2C1c1ccccc1 (stereo not given)	i	1.5%	4.9%	-6.4%	-0.7%	2.1%	-0.5	0.0%	0.4%
16	N#CC1=C(N)N(c2ccccc2)C(c2ccco2)C1(C#N)C#N (stereo not given)	i	-7.5%	0.2%	-33.2%	5.5%	-19.9%	-1.5	-4.8%	0.1%
17	CCCC(=O)Nc1c2c(nn1-c1ccc(C)cc1C)CSC2	i	-4.8%	11.3%	3.4%	-0.4%	-5.1%	-5.8	-10.9%	-1.3%
18	Cc1ccc(NC(=O)Cn2c(=O)n(Cc3ccco3)c(=O)c3sc4ccccc4c32)c(C)c1	x	-1.2%	-21.8%	10.3%	0.2%	-0.7%	x	u	x
19	COc1ccc(Nc2nc(N)c([N+](=O)[O-])c(N3CCCC3)n2)cc1	i	-14.1%	-2.4%	-10.5%	16.8%	-18.3%	0.4	-14.1%	-0.3%
20	CCOC(=O)CSc1nc2cc3c(cc2cc1C)OCO3	i	6.5%&1.0%	-7.0%	-2.7%&-44.1%	0.0%	2.0%&-9.5%	0.9	18.0%&0.0%	-3.5%
21	CC1(C)C(=O)Nc2ccccc2N1C(=O)COC(=O)C12CC3CC(CC(O)(C3)C1)C2	i	-2.0%	8.2%	-3.1%	0.3%	7.5%	-1.4	-8.6%	0.8%
22	O=C1c2ccccc2C(O)(c2ccccc2)N1c1ccncc1 (stereo not given)	i	8.0%	-13.2%	-10.1%	-0.5%	-11.7%	1.3	-17.2%	-4.1%
23	Cc1cc(C)n2nc(C(=O)N/N=C/c3cccs3)nc2n1	i	-0.6%	-4.1%	-14.0%	-1.1%	u	-1.1	4.3%	5.6%
24	CCC1CCCN1Cn1cnc2c([nH]c3ccc(C)cc32)c1=O (stereo not given)	i	0.4%	2.3%	11.0%	0.3%	1.2%	-0.4	6.6%	-3.9%
25	CCN(CC)S(=O)(=O)c1ccc(C(=O)OCC(=O)N2CCN(C(=O)c3ccco3)CC2)cc1	i	-9.4%	14.5%	-4.1%	-0.1%	-11.4%	-1.6	-8.8%	-8.8%
26	COc1cccc(NC(=O)C2CSC3(C)CCC(=O)N23)c1 (stereo not given)	i	3.8%	-14.9%	-2.0%	-0.5%	2.8%	-0.6	-0.1%	-0.1%
27	Cc1ccc(N2C(=S)NC3c4cc(Cl)ccc4OC2(C)C3C(=O)N(C)C)cc1 (stereo not given)	i	3.5%	2.3%	-7.2%	1.1%	-15.9%	-2.2	-0.3%	-2.5%
28	CC1=N/C(=C\c2ccccc2Cl)C(=O)O1	i	-4.0%	-9.5%	4.7%	-0.5%	12.3%	1.6	21.2%	x
29	COCCNC(=O)CSc1nc2cc3c(cc2c(=O)n1CCCCCC(=O)NCc1ccc(OC)cc1)OCO3	x	1.1%	-8.9%	-2.6%	1.5%	x	x	-3.5%	x
30	Cc1ccc(C)c(S(=O)(=O)NC(Cc2c[nH]c3ccccc23)C(=O)O)c1 (stereo not given)	i	0.7%	7.0%	4.9%	-0.4%	-0.1%	-1.3	0.0%	3.2%
31	O=S(=O)(NCC(c1ccco1)N1CCN(c2ccc(F)cc2)CC1)c1cc(F)ccc1F (stereo not given)	x	1.5%	u	-11.9%	0.9%	x	x	-2.9%	x
32	c1ccc(Cn2cnc3ccccc32)cc1	i	7.9%	6.4%	-14.8%	2.3%	u	1.6	0.0%	1.9%
33	O=C(Cc1c[nH]c2ccccc12)OCCOC(=O)Cc1c[nH]c2ccccc12	i	-2.6%	0.0%	-6.7%	2.4%	15.2%	1.1	9.2%	0.7%[15.4 µM]
34	Cc1ccc(N(C(=O)Cc2cccs2)C(C(=O)NC2CCCC2)c2ccncc2)cc1 (stereo not given)	i	-5.0%	2.0%	-4.7%	-1.0%	-3.5%	-1.2	1.1%	-1.8%
35	CC(=O)N1c2ccc(S(=O)(=O)N3CCCCC3)cc2CC1C(=O)Nc1ccc(C)cc1 (stereo not given)	i	7.2%	2.6%	-18.8%	-0.7%	u	-0.9	-7.6%	-2.2%
36	COc1ccc(OC)c(C2C3=C(CCCC3=O)Nc3nnnn32)c1 (stereo not given)	i	-2.8%	-10.4%	-4.4%	-0.3%	-4.5%	2.8	-8.6%	1.9%
37	O=C(c1cc(-c2ccc3c(c2)OCO3)on1)N1CCN(c2ccc(F)cc2)CC1	i	-22.1%	1.9%	11.6%	-0.6%	u	1.1	-2.0%	0.4%
38	Clc1ccccc1CSc1snnc1-c1ccccc1	i	-2.6%	-0.7%	3.5%	0.2%	u	-1.5	2.9%	0.1%
39	COc1ccccc1C(=O)Nc1ccc2c(c1)nc(CCNC(=O)c1ccco1)n2C	i	u	-17.5%	-14.5%	0.3%	u	-2.1	u	-4.9%
40	CC(=O)c1c(C)[nH]c(C(=O)OCC(=O)Nc2cccnc2Cl)c1C	i	4.2%	-6.6%	-9.5%	3.3%	25.9µM*	-1.5	-0.4%	1.1%
41	CCCCOc1ccc(CSCCN=C(N)N)cc1	i	4.9%	-10.6%	-5.8%	4.3%	u	1.1	-27.9%	-0.7%
